Bioassay records from PubChem BioAssay.
ABHD5-PLIN5 inh – blocks binding of human ABHD5 to perilipin-5; Split G. princeps luciferase complementation, luminescence, 4 h; Q00G26+Q8WTS1; 360,000 compounds, 0.78% hits; AID 602281; inhibition, % at 4 µM;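 active means inhibition above the mean inhibition across every tested compound plus 3 SD, cut at about 22% in these data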;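 further: 0% = DMSO only wells and the 100% control is not disclosed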
MC4R antag cAMP – blocks human MC4R cAMP signaling; P32245; MC4R-expressing cells, MTII-stimulated cAMP, LANCE TR-FRET; inhibition, % at 6.5 µM; 360,000 compounds, 0.48% hits;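 active means inhibition above its plate's cutoff, the mean of tested wells on that plate plus 3 SD, cut at about 29% in these data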;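 further: 0% = Melanotan II alone and 100% = Melanotan II plus saturating MCL0020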
Target sequence (P32245 whole entry, looked up): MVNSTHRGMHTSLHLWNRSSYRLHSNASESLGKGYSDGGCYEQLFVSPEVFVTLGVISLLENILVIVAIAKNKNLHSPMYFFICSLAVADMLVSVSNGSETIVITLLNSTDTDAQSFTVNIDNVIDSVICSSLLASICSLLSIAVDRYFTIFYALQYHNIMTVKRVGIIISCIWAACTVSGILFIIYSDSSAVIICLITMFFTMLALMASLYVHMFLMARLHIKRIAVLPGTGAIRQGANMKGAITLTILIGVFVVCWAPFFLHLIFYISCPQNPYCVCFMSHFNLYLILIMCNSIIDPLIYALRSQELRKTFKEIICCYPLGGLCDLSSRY
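Assay system: U2OS-MC4R stable cell line; Also added: Melanotan II; Technique: Eu-cAMP/anti-cAMP TR-FRET, emission 671 nm; Times: 30-min compound, 1-h challenge, 1-h detection, room temperature.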
NR2F2 inh – inhibitors of human COUP-TFII (NR2F2); HEK293T NGFI-A luciferase reporter, luminescence; 370,000 compounds, 0.7% hits; inhibition, % at 8.6 µM; P24468;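 active means inhibition above a per-plate cutoff, mean inhibition of test wells between control levels plus 3 SD, cut at about 38% in these data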;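 further: cells cotransfected with COUP-TFII expression vector driving the NGFI-A reporter; 0% = median of COUP-TF2 test wells and 100% = reporter-only cells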
LRH-1 inv ag – NR5A2 inverse agonism in reporter assay | HEK293T StAR-luciferase reporter, LRH-1 transfected, 24 h | inhibition, % at 3.6 µM | 360,000 compounds, 0.13% hits | AID 602396;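 active means inhibition above the mean inhibition of all tested compounds plus 3 SD, cut at about 73% in these data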;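 further: 0% = DMSO wells and 100% = reporter-only cells lacking LRH-1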
MC4R barr agon – activates human MC4R beta-arrestin recruitment; P32245; U2OS MC4R beta-arrestin complementation, luminescence; percent of melanotan II response, DMSO zero; activation, % at 8.9 µM; 360,000 compounds, 0.98% hits; AID 540308;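 active means activation above a per-plate cutoff, the mean activation of sample wells on that plate plus 3 SD, cut at about 8% in these data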
TLR9-MyD88 block – blocks human TLR9 binding to MyD88. CHO BLA complementation TLR9-MyD88, CCF4 FRET ratio. Q9NR96+Q99836. inhibition, % at 4.98 µM. 340,000 compounds, 0.21% hits;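 active means inhibition above the mean over all tested compounds plus 3 SD, cut at about 21% in these data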;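 further: 0% = DMSO only wells and 100% = clavulanate BLA inhibitor control wells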
NCOA1 inh – human NCOA1 inhibition. AID 588354. inhibition, % at 3.6 µM. Q15788. 360,000 compounds, 0.12% hits. HEK293 GAL4-SRC1 luciferase reporter, luminescence;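 active means inhibition above the campaign mean plus 3 SD, with each screening campaign given its own cutoff, cut at about 60% in these data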;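 further: 0% = DMSO treated cells and 100% = gossypol at 36 µM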
NOD2-RIPK2 inh – NOD2-RIPK2 protein interaction inhibition; 360,000 compounds, 0.38% hits; O43353; inhibition, % at 4.98 µM; AID 624267; CHO BLA complementation NOD2-RIPK2, CCF4 ratio; in the data active means inhibition above about 21%;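 further: 0% = vehicle only and 100% = reference blocker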
Target sequence (O43353 whole entry, looked up): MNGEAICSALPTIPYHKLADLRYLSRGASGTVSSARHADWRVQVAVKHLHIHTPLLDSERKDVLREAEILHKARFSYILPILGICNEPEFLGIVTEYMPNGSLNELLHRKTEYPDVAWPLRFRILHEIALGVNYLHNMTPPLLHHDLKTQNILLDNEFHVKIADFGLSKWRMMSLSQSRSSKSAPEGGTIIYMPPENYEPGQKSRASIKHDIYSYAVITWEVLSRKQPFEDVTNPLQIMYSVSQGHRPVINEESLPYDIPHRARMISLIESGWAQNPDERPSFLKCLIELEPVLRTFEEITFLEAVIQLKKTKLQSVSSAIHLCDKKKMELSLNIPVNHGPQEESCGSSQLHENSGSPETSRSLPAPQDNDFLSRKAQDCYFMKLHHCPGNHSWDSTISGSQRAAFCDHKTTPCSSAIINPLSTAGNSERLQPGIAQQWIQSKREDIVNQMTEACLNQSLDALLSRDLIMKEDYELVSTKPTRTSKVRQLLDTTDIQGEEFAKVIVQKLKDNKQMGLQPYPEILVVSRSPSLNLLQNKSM
NCOA2 inhibitor – inhibits human steroid receptor coactivator 2 | inhibition, % at 9 µM | 370,000 compounds, 0.17% hits | HEK293 GAL4-SRC2 luciferase reporter, luminescence | Q15596;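 active means inhibition above the mean inhibition of all tested compounds plus 3 SD, set per campaign, cut at about 52% in these data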;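 further: 0% = DMSO treated cells and 100% = cells given Gossypol at 36 µM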
LMP1 NFkB inh – Epstein-Barr LMP1 NF-kappaB reporter inhibition; LMP1-induced NF-kappaB luciferase reporter cells, luminescence; inhibition, % at 12.5 µM; 350,000 compounds, 0.69% hits; in the data active means inhibition above about 41%;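 further: 0% = neutral control wells and 100% = reference inhibitor control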
NCOA3 inh – inhibitors of human steroid receptor coactivator 3 (SRC3); 360,000 compounds, 0.17% hits; HEK293 GAL4-SRC3 luciferase reporter, luminescence; inhibition, % at 3.6 µM; Q9Y6Q9;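 active means inhibition above a per-campaign cutoff, the mean of all compounds plus 3 SD, cut at about 60% in these data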;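 further: 0% = DMSO-treated cells and 100% = gossypol-treated cells at 36 µM; higher means less SRC3-driven luciferase light from the GAL4 reporter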
An asterisk follows results filed as active; x = not tested or not shown. An excerpt. The share of hits here may be higher or lower than overall.

SMILES	ABHD5-PLIN5 inh	MC4R antag cAMP	NR2F2 inh	LRH-1 inv ag	MC4R barr agon	TLR9-MyD88 block	NCOA1 inh	NOD2-RIPK2 inh	NCOA2 inhibitor	LMP1 NFkB inh	NCOA3 inh
COc1ccc(CNS(=O)(=O)c2cn(C)c(=O)n(C)c2=O)cc1	17	6	-14	8	-1.9	-6	-95	-1	-28	-2	-4
CC1CCCCC1NC(=O)CCS(=O)(=O)c1ccc(Cl)cc1 (configuration not stated)	9	12	-1	3	-1.2	-5	-9	0	-2	-8	3
Cc1ccc(NC(=O)C2(N(C(=O)Cn3nnnc3N)c3ccc(C)cc3)CCCCC2)cc1	3	-1	2	5	1.4	-4	11	-12	-6	-2	12
O=C(CSc1ccc(F)cc1)Nc1ccc(Br)cc1	-13	-2	-40	-17	-1.5	0	-128	-10	-15	-29	-62
CCOc1ccc2nc(NCCNS(=O)(=O)c3ccccc3)c(C#N)cc2c1	-2	0	-2	8	-0.8	-1	0	16	16	-4	-3
O=C(CSCc1cc(=O)n2ccsc2n1)Nc1ccc(F)cc1	1	3	-4	-6	-0.9	-1	-1	-18	5	1	-17
CC(=O)Nc1ccc(OCC(O)Cn2cccn2)cc1 (configuration not stated)	3	4	-18	-5	-0.3	3	-30	0	-15	1	-1
COCCn1c(N)c(S(=O)(=O)c2cccs2)c2nc3ccccc3nc21	-27	5	13	29	0.8	-22	-3	3	-13	0	9
CSc1ccccc1NC(=O)c1ccc(N2CCCC2=O)cc1	3	-2	-4	-44	-0.8	1	-74	6	-3	-14	-12
O=C(NC1CCCc2c1cnn2-c1cc(F)cc(F)c1)c1cc[n+]([O-])cc1 (configuration not stated)	-6	9	8	-16	-2.7	-8	-14	-6	-7	2	11
COC(=O)c1ccc(NC(=S)NCc2ccco2)cc1	5	7	-2	-33	1.9	-14	-18	-5	-17	2	-6
CC(=O)c1cccc(Nc2ccc(C#N)cc2)c1	-6	x	-17	-5	x	x	3	-1	-12	x	-24
C[C@@H]1CN([C@H](C)CO)C(=O)CCCn2cc(nn2)CO[C@H]1CN(C)C(=O)Cc1ccccc1	4	7	4	5	-0.1	-3	-5	-5	5	-1	-6
COc1ccccc1NC(=O)CNC(=O)c1ccccc1C	2	-2	1	-1	-1.5	-5	1	-3	3	-4	17
Cc1cc(C)n2c(Nc3ccc4c(c3)OCCO4)c(C(C)C)nc2n1	-7	x	24	-8	x	x	x	-21	-14	x	x
CCCNC(=O)C1(C)CCCN(C(=O)c2cccnc2Oc2ccccc2)C1 (configuration not stated)	0	2	17	-9	2.9	x	1	0	-32	x	-18
CCOC(=O)N1CCN(C(=O)CNC(=O)c2nn(-c3ccc(OC)c(Cl)c3)c(=O)c3ccccc23)CC1	2	-7	-2	-8	0.9	-5	-5	2	-12	-11	-25
CC1=C(C(=O)OC(C)C)C(c2ccc3c(c2)OCO3)NC(=O)N1 (configuration not stated)	-4	-4	-25	-5	-1.3	-4	12	5	-9	5	1
CC(C)Cn1c(=O)c(C(=O)Nc2ccccc2S(N)(=O)=O)c(O)c2ccccc21	1	-4	14	0	3.4	5	-1	-3	-20	2	1
CCN1C[C@@H]2[C@@H]3C(=O)N(Cc4ccccc4)C(=O)[C@@H]3[C@](CC)(C1=O)N2C(=O)c1ccc(C(F)(F)F)cc1	-4	5	-7	-8	-1.7	-7	-2	-8	-3	-4	0
CCCOc1ccc(OCCNC2CCCC2)cc1	-1	17	1	10	-2.5	-1	5	-7	-23	-10	2
CCc1c(C)sc2nc3c(C(=O)N4CCOCC4)cc(C(=O)c4cc(F)ccc4O)cn3c(=O)c12	0	11	6	8	0.7	2	5	-2	5	2	9
Cc1csc(=Nc2c(C)n(C)n(-c3ccccc3)c2=O)n1-c1ccccc1	1	9	8	-13	-1.9	4	-18	-10	-23	-2	-2
CCOC(=O)c1sc2nc(C)nc(NCc3ccc(F)cc3)c2c1C	1	5	15	4	6.3	-18	6	2	11	3	-28
CC(C)N1C(=O)c2ccccc2NC(=O)C1C(=O)NC1CC1 (configuration not stated)	-2	x	-23	3	x	x	x	-6	-2	x	x
Going on with the list:
SMILES	ABHD5-PLIN5 inh	MC4R antag cAMP	NR2F2 inh	LRH-1 inv ag	MC4R barr agon	TLR9-MyD88 block	NCOA1 inh	NOD2-RIPK2 inh	NCOA2 inhibitor	LMP1 NFkB inh	NCOA3 inh
CCSc1ncc(Cl)c(C(=O)Nc2ccc(S(=O)(=O)Nc3onc(C)c3C)cc2)n1	10	4	-6	-10	-0.5	1	4	1	6	1	12
CCCn1c2ccccc2c2cnn(CC(=O)N3CCN(C4CCCCC4)CC3)c(=O)c21	7	0	x	12	-1.7	-1	-20	-2	x	-6	-6
O=c1c(-c2ccccc2)c(-c2ccccc2)oc2cc(O)cc(O)c12	-4	-5	-11	10	5.7	2	-15	8	-11	3	-1
CCNC(=O)CSc1nc2cc([N+](=O)[O-])ccc2n1-c1cccc(C(F)(F)F)c1	-5	18	6	14	-1.3	-6	-18	4	-13	18	0
CCCCc1nnc(NC(=O)C2CC(=O)N(Cc3ccccc3)C2)s1 (configuration not stated)	-8	3	8	9	-1.7	3	-137	-2	17	-14	-12
CCN(CC(=O)Nc1c(F)cccc1F)C(=O)c1cc2ccccc2oc1=O	3	-6	-10	-33	1.7	-3	-28	-8	-29	-3	-30
CN(C)CC(=O)N1CCc2ccccc2C1	5	0	-4	17	-1.3	-10	-4	-16	2	7	0
CC(OC(=O)c1ccc(Cl)c(S(N)(=O)=O)c1)C(=O)NCC1CCCCC1 (configuration not stated)	-1	3	-17	-10	-4.7	1	7	-8	-22	1	8
CCOC(=O)c1nn(-c2ccc(F)cc2)c(=O)cc1OCC(=O)N1CCN(c2ccccc2)CC1	-2	9	-8	5	-3.0	-13	-11	2	3	3	10
O=C(Nc1ccccc1)c1cc(C2COCCN2C(=O)c2ccccn2)on1 (configuration not stated)	-1	-7	-10	1	-0.6	x	-7	-4	3	x	-2
CCOc1ccccc1-n1nnnc1SCc1nc2ccccc2s1	-1	-2	0	-14	-1.8	-1	-56	-3	-50	-16	-59
CC(C)C(=O)Nc1cccc(S(=O)(=O)NC2=NCCC2)c1	1	-3	10	11	-1.5	7	16	1	-18	3	3
Nc1c(S(=O)(=O)c2ccccc2)c2nc3ccccc3nc2n1Cc1ccco1	16	6	7	5	-2.4	3	-111	-4	9	-13	12
O=C1c2ccccc2C(=Cc2cccnc2)c2ccccc21	7	-4	-38	-22	-2.4	4	-3	2	-16	4	-27
O=C(O)CCc1ccc(-c2ccc(F)cc2)n1Cc1ccco1	0	12	0	3	-0.2	2	-1	-3	8	1	-22
CCCCOC(=O)Nc1nnc(CC(=O)NCc2ccccc2)s1	0	-1	9	0	-2.4	-4	-10	6	-22	-8	5
Cc1ccccc1NC(=O)Cc1cccs1	9	7	1	9	-2.3	9	16	1	16	5	-31
C=CCOc1ccc(/C=C(\C#N)C(=O)Nc2ccccn2)cc1OC	-5	-4	2	17	-0.1	-7	-24	6	8	3	-2
Cc1c(C(=O)N2CCCc3ccccc32)oc2ccc(S(=O)(=O)N3CCOCC3)cc12	0	6	9	28	-0.6	-6	-5	0	-31	5	-5
CCC(C)C(NC(=O)C1CCC(C)CC1)C(=O)NCCc1ccc(S(N)(=O)=O)cc1 (configuration not stated)	3	5	11	9	-0.2	7	-25	-2	7	9	0
CN(CCCNC(=O)Cn1cccc1C(=O)c1ccccc1)C1CCCCC1	3	23	13	0	0.5	-13	-9	-2	-20	2	15
O=C1[C@H](Cc2ccccc2)NCC=CC[C@@H](c2ccc(Cl)cc2)N1Cc1ccc(Cl)cc1	5	-2	3	-6	4.3	-1	2	3	-3	-9	8
COc1cccc(CC(NC(C)=O)C(=O)NC2CCN(c3nc(C)cc(C)c3C#N)CC2)c1 (configuration not stated)	-4	-5	4	18	-0.7	6	-16	7	1	18	12
Cc1ccccc1Nc1nc(N)nc(COC(=O)c2c(C)noc2C)n1	1	-8	-2	-26	-1.0	1	6	-3	-22	-1	6
CC1(NC(=O)C2CCN(C(=O)Nc3ccccc3)CC2)CCS(=O)(=O)C1 (configuration not stated)	2	-3	-3	16	-1.7	-3	4	0	-28	6	17
Next part.
SMILES	ABHD5-PLIN5 inh	MC4R antag cAMP	NR2F2 inh	LRH-1 inv ag	MC4R barr agon	TLR9-MyD88 block	NCOA1 inh	NOD2-RIPK2 inh	NCOA2 inhibitor	LMP1 NFkB inh	NCOA3 inh
FC(F)(F)c1cccc(-c2nc(COc3ccc(Cl)cc3Cl)no2)c1	3	10	1	9	-0.1	-17	12	-13	-2	-1	12
COc1ccc(N=Cc2c(O)cc(C)oc2=O)cc1	2	0	-13	-10	0.5	-7	-2	-3	-14	-6	9
O=S(=O)(c1ccc2ccccc2c1)N1CCCCCC1	-6	2	1	-6	-1.4	7	-25	8	-16	-6	-7
Cc1c(C(=O)c2ccc(F)cc2)c2ccccn2c1CCc1ccccn1	2	5	2	-17	-2.6	10	-55	4	-7	4	-2
Cc1cccc(C(C(=O)NC2CCCCC2)N(Cc2cccnc2)C(=O)c2csnn2)c1 (configuration not stated)	5	12	14	-5	-0.5	7	-24	-6	-18	-5	3
Cc1nc2ccccc2c(=O)n1NC(=O)C1CC1	-2	15	17	-4	3.1	-4	8	-14	9	-14	3
N#C/C(=C(/O)CSc1nnc(Cc2cccs2)n1C1CCCCC1)c1nc2ccccc2[nH]1	0	6	4	-1	-1.5	0	3	-8	15	-16	-2
CCOC(=O)C1(C)CCCCN1C(=O)c1ccccc1OC (configuration not stated)	3	3	-1	-16	0.0	x	3	9	2	x	8
N=c1sccn1CC(=O)Nc1cccc(S(N)(=O)=O)c1	5	12	-16	-12	-1.4	-8	-2	-10	17	-5	-6
O=C1OCC/C1=C\OCCCO/C=C1\CCOC1=O	2	-1	5	16	-0.8	-2	7	1	-19	-3	0
Cc1ccc2c(c1)cc(CN(Cc1cccs1)C(=O)c1ccco1)c1nnnn12	4	-1	-13	6	-2.4	-6	1	4	2	-9	-34
COC(=O)c1ccc(C)c(NS(=O)(=O)c2ccc3c(c2)OCCO3)c1	-5	-21	x	20	-2.1	6	8	-12	x	5	14
Cc1ccc(NC(=O)CCNS(=O)(=O)c2ccc3c(c2)oc(=O)n3C)cc1C	0	25	-1	0	-0.2	-1	-7	-2	1	0	-20
O=C(Cn1cncn1)N/N=C/c1cccc2ccccc12	-1	5	6	17	-2.8	-5	8	3	-26	2	7
Cc1cccc2nc(CSc3ccccc3C(=O)O)cn12	0	7	-2	-36	-2.4	-8	-2	-5	-25	8	-1
O=C(CCNC(=O)C1CCN(S(=O)(=O)c2ccccc2)CC1)NCc1cccc(C(F)(F)F)c1	9	11	-1	-11	-2.9	-2	2	-17	3	-4	-26
